# Screening data (PubChem BioAssay)
# MsrA act = bovine MsrA enzyme activators, primary screen, biochemical, absorbance, HTS. Methionine sulfoxide reductase A (Bos taurus). 0.3% of 360,000 active. purified bovine MsrA, absorbance read-out. activation, % at 10.6 µM. AID 602163, 2012; in the data active means activation above about 7.5%;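 further: 0% = vehicle and 100% = reference activator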
# FAS-TE inh = FAS thioesterase domain inhibitors, primary screen, biochemical, fluorescence intensity, uHTS | Fatty acid synthase (Homo sapiens), P49327 | recombinant FAS-TE, OMFH fluorogenic substrate, fluorescence endpoint | inhibition, % at 15 µM | 0.67% of 360,000 active | AID 602261, 2012;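 active means compounds whose normalised, plate-corrected inhibition of enzyme fluorescence in the single-dose primary screen is 50% or more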;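 further: 0% = DMSO with enzyme and 100% = substrate without enzyme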
# SKN-1 inh = suppressors of acrylamide-induced Pgst-4::GFP reporter in worms, primary screen, SKN-1 inhibitor project, whole organism, uHTS, GFP/RFP fluorescence ratio, strain VP596; C. elegans VP596 Pgst-4::GFP/RFP ratio, 24 h; inhibition, % at 21.8 µM; 0.49% of 360,000 active; AID 624304, 2012;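 active means interference check ratio from 0.5 to 1.5 plus GFP to RFP signal ratio inhibition reaching or exceeding a fixed threshold, cut at about 30% in these data, passing the limit was not always enough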; further: some compounds called inactive have numbers as strong as hits
# CendR NRP1 mod = modulators of CendR peptide binding to NRP-1, primary screen, biochemical, fluorescence polarization, uHTS | Neuropilin-1 (Homo sapiens), O14786 | FAM-RPARPAR peptide binding to NRP-1 | inhibition, % at 25 µM | 0.85% of 360,000 active;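 active means inhibition or corrected inhibition above about 18%, plus a signal ratio from 0.5 to 1.5, limit read from the data, passing the limit was not always enough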; further: strong numbers were not always called active
# Target sequence (O14786 whole entry, looked up): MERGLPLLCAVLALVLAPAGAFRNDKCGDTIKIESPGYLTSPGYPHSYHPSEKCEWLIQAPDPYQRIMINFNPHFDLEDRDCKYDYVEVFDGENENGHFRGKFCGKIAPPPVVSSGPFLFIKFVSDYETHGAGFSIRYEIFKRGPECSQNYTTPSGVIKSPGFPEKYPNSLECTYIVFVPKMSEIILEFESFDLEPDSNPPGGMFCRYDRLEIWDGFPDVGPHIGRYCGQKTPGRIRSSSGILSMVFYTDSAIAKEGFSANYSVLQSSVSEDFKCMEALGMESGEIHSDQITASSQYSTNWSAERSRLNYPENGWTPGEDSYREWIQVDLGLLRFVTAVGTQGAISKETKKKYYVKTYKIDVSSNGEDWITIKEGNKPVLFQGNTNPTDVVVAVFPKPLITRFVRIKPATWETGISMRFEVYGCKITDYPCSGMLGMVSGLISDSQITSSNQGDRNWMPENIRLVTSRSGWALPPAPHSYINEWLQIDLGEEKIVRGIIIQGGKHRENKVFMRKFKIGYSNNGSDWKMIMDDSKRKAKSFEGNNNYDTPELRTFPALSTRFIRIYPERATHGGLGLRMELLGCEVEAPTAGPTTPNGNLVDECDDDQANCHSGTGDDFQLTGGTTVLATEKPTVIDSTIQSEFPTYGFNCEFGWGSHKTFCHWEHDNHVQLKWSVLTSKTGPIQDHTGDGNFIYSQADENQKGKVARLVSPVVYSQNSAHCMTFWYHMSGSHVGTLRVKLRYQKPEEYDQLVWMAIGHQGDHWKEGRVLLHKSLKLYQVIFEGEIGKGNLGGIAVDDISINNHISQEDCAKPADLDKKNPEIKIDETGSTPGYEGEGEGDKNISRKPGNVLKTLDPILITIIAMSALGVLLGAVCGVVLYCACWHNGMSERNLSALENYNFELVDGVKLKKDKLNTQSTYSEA
# MT1-MMP act inh = blockers of MT1-MMP proenzyme processing, primary screen, HT1080 RFP-PRO-GFP cells, GFP/RFP fluorescence; Matrix metalloproteinase-14 (Homo sapiens), P50281; GFP/RFP ratio fluorescence, overnight; percent of plate control window, DMSO zero; GFP/RFP ratio change, % at 20 µM; 0.061% of 360,000 active; AID 651647, 2012;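 active means GFP/RFP ratio change of at least 30% with cell ATP level not reduced by more than half and red fluorescence within 50% of control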; further: strong numbers were not always called active
#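 system = RFP-PRO-GFP reporter HT1080 cells | dosing = 20 µM single dose, 1% DMSO | timing = overnight cell settling, then overnight compound exposure, 37 °C, 5% CO2 | read-out basis = GFP/RFP fluorescence ratio | controls = DMSO and RFP-L50D-GFP cell wells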
# MsrA inh = bovine MsrA enzyme inhibitors, primary screen, biochemical, absorbance, HTS | purified bovine MsrA, absorbance read-out | Methionine sulfoxide reductase A (Bos taurus) | 0.75% of 360,000 active | inhibition, % at 15.5 µM | AID 651718, 2012; in the data active means inhibition above about 4.5%;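 further: 0% = vehicle wells with enzyme and 100% = reference inhibitor wells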
# MLLE-PAM2 inh = inhibitors of PABP1 MLLE–PAM2 peptide binding, primary screen, biochemical, fluorescence polarization, FITC-PAM2, GST-MLLE. Polyadenylate-binding protein 1 (Homo sapiens), P11940. inhibition, % at 20 µM. 0.36% of 360,000 active; in the data active means inhibition above about 35%, passing the limit was not always enough;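 further: plate controls were DMSO wells with GST-MLLE for no effect and wells lacking GST-MLLE protein for full effect; some results filed as inactive read as strong as hits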
# E coli Lon inh = inhibitors of E. coli Lon protease, primary screen, biochemical, fluorescence polarization; P0A9M0; 0.42% of 360,000 active; inhibition, % at 7.94 µM; AID 602123, 2011; purified E. coli Lon protease; in the data active means inhibition above about 13%, passing the limit was not always enough;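 further: 0% = enzyme with probe and DMSO and 100% = no enzyme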
# Tb MetRS inh = T. brucei MetRS inhibitors, primary screen, biochemical, luminescence; purified T. brucei MetRS, ATP depletion, Kinase-Glo luminescence; inhibition, % at 11.9 µM; 0.4% of 360,000 active; AID 624268, 2012;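 active means inhibition above a per-plate cutoff of the control wells' mean inhibition plus 3 SD, cut at about 5.5% in these data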;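 further: 0% = DMSO wells median and 100% = median of wells with control inhibitor compound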
#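 Measured by: Kinase-Glo luciferase luminescence reporting remaining unconsumed ATP. Material: purified T. brucei MetRS enzyme. Doses: 11.9 µM compound single dose, 0.9% DMSO. Medium: HEPES buffer containing pyrophosphatase, BSA, spermine, DTT. Times: 15 min preincubation, 2 h reaction, all 25 °C. Reagent: methionine, ATP and bulk E. coli tRNA.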
# * marks the source's active call; other numbers are inactive results; . = not tested or not shown. Random draw from the library. About 4% of those tested had a hit in this group.
SMILES,MsrA act,FAS-TE inh,SKN-1 inh,CendR NRP1 mod,MT1-MMP act inh,MsrA inh,MLLE-PAM2 inh,E coli Lon inh,Tb MetRS inh
CCOC(=O)N1CCN(C(=O)CCc2c(C)nc3nc(C)nn3c2C)CC1,-12,-6,0,-2,4,-0.3,7,4,-1.2
CCC1CCCCN1C(=O)CSc1nnc(-c2ccc(Cl)cc2)o1 (stereo unspecified),-2,8,12,1,-2,-1.1,-9,3,0.1
COc1ccc(C(=O)N2CCC(C)(C(=O)NS(=O)(=O)C3CC3)C2)cc1F (stereo unspecified),-3,-5,-3,22*,1,-0.7,13,-15,-0.1
CC(C)c1ccc(CNCc2ccccc2)cc1,-2,-4,-7,-8,5,0.3,9,-11,-1.4
Cc1ccc(S(=O)(=O)Nc2c(C)n(C)n(-c3ccccc3)c2=O)cc1C(=O)NCc1ccco1,-8,-11,8,-8,-5,0.5,-7,-1,-0.1
Cc1ccc(NC(=O)CN(C)S(=O)(=O)c2cccs2)c(Br)c1,-1,0,-1,9,3,-0.5,-16,-5,-0.9
COCCCNC(=S)N(Cc1ccccc1)Cc1nc2ccccc2c(=O)[nH]1,-4,-5,14,1,-2,-0.7,6,-5,-0.3
Cn1c(-c2ccccc2O)cc2ccccc21,-3,10,8,-10,-7,0.5,3,6,-1.1
COc1ccccc1CNC(=O)CS(=O)(=O)Cc1ccccc1,-5,-3,-1,10,-1,-0.6,10,-6,-0.3
O=C(c1ccc(Cl)cc1)N1CCN(C(=O)c2ccco2)CC1,-3,-6,5,-4,1,-0.3,-19,-6,-0.9
N#Cc1cc([N+](=O)[O-])ccc1Oc1ccc(-c2nnco2)cc1,-2,6,3,13,3,0.2,4,0,0.3
Cc1ccccc1Cn1cc(CCC(=O)N2CCOCC2)c2ccccc21,-5,3,-11,2,1,-0.1,4,-3,-0.8
COc1ccccc1N(C)S(=O)(=O)c1ccc(Cl)c(C(=O)NNC(=O)c2ccccc2O)c1,1,10,16,-8,3,-0.1,0,11,-0.5
O=C1Cc2c([nH]c3ccc(Br)cc23)-c2ccccc2N1,-13,10,-6,-26,-4,1.4,-5,-10,0.4
CCCCn1c(SCC(=O)Nc2ccc3c(c2)OCCO3)nnc1C(CC)N(C)C (stereo unspecified),-4,-1,-9,11,2,-0.1,3,-3,-0.3
Cc1ccc(NC(=O)CSc2nnc(-c3cc(C)on3)o2)cc1,-1,-2,-2,14,1,0.3,-1,-6,0.0
O=C(NCCCN1CCOCC1)C(=O)NCC1OCCN1S(=O)(=O)c1ccc(F)cc1 (stereo unspecified),0,-2,5,10,4,1.9,-7,-7,0.0
Cc1cccc(OC(=O)C2C(c3ccccc3)C(C(=O)O)C2c2ccccc2)c1 (stereo unspecified),-16,-5,-1,-1,.,1.2,-5,3,-2.3
CCC(C(=O)NC1CCCC1)N(C(=O)Cn1nnc(-c2ccc(C)o2)n1)c1ccc(OC)c(OC)c1 (stereo unspecified),0,1,15,-2,2,-1.6,-1,1,0.0
O=[N+]([O-])c1cc(/C=N/N2CCN(c3ccccc3)CC2)ccc1Cl,-2,26,0,-7,2,0.5,6,-4,-0.1
CCOc1ccc(-n2cc(C(=O)N3CCC(C)CC3)c3cc(OC)c(OC)cc3c2=O)cc1,-8,-1,-19,-5,0,0.3,3,-4,-0.8
CCNC(=S)Nc1cc(OC)c(NC(=O)c2ccco2)cc1OC,2,-7,11,4,-3,0.5,7,6,-0.8
CC1(c2cccc([N+](=O)[O-])c2)CC(C)(C)N(C(=O)c2ccccc2)c2ccccc21 (stereo unspecified),7,34,22,2,-8,-0.2,12,-5,0.1
S=c1[nH]nc(C(c2ccccc2)C2CCCCC2)o1 (stereo unspecified),2,2,2,5,-1,0.6,-24,13,0.0
CCOc1ccc(S(=O)(=O)N2CCN(C(=O)c3oc4ccccc4c3C)CC2)cc1,-9,43,10,-6,2,-1.0,-33,3,-0.6
O=P(CCCCCCCCCP(=O)(c1ccccc1)c1ccccc1)(c1ccccc1)c1ccccc1,5,6,-27,-3,-21,0.6,0,0,0.3
COc1ccc(/C=N\NC(=O)c2cc(O)c(O)c(O)c2)cc1COc1ccc(C(=O)OCC(C)C)cc1,-5,-17,2,-30,2,2.0,-5,-7,1.1
COCCCNc1nc2cc(OC)c(OC)cc2c2nc(-c3ccccc3)nn12,1,15,14,-2,4,-0.6,16,3,0.1
COc1ccc(Cl)cc1S(=O)(=O)N1CCCC1=O,4,-6,13,-12,1,-0.5,-12,-1,0.5
Cc1cc(S(=O)(=O)NCCN(C)C)c(C)s1,-3,-4,-14,-9,3,-0.6,4,-4,0.0
O=C(Nc1ncc(Cc2ccc(Cl)cc2Cl)s1)c1ccc([N+](=O)[O-])cc1,-4,-9,8,5,0,0.2,-14,-1,-0.6
Cc1c(NC(=O)C23CC4CC(CC(C)(C4)C2)C3)c(=O)n(-c2ccccc2)n1C,-4,-6,20,1,2,0.2,-2,-7,0.0
CCC1SC2=NC(C)=C(C(=O)OC)C(c3ccc(C)cc3)N2C1=O (stereo unspecified),-8,-4,-25,-12,-38,0.8,9,1,-1.0
Clc1ccc(CNc2nnnn2-c2ccccc2)c(Cl)c1,-2,6,-11,-4,-1,0.1,-1,-5,0.5
Cc1ccccc1-n1c(SCc2c(C)noc2C)nnc1-c1ccncc1,-10,-7,7,-12,-4,-0.3,-18,4,-1.6
COc1ccc(NC(=O)CSc2nnnn2C)cc1S(=O)(=O)N1CCCCC1,-8,-5,-8,-10,5,-0.8,-8,-3,-0.2

# A second format for some results above:
# The line under a structure holds: MsrA act, FAS-TE inh, SKN-1 inh, CendR NRP1 mod, MT1-MMP act inh, MsrA inh, MLLE-PAM2 inh, E coli Lon inh, Tb MetRS inh
> CC(C)c1ccc(CNCc2ccccc2)cc1
  -2, -4, -7, -8, 5, 0.3, 9, -11, -1.4
> Cc1ccc(S(=O)(=O)Nc2c(C)n(C)n(-c3ccccc3)c2=O)cc1C(=O)NCc1ccco1
  -8, -11, 8, -8, -5, 0.5, -7, -1, -0.1

# Continued.
SMILES,MsrA act,FAS-TE inh,SKN-1 inh,CendR NRP1 mod,MT1-MMP act inh,MsrA inh,MLLE-PAM2 inh,E coli Lon inh,Tb MetRS inh
CCOc1c(Cl)cnn(-c2ccc(C)cc2)c1=O,-4,-1,-4,9,-1,0.2,10,3,-1.1
COc1cc(C(=O)NCC(=O)OCCN2C(=O)c3ccccc3C2=O)cc(OC)c1OC,1,-2,7,12,0,0.1,-13,2,-0.6
COc1ccc(NCc2n[nH]nc2-c2ccccc2)cc1Cl,-1,-58,13,-1,-1,0.4,-11,-9,-0.2
CCOC(=O)C(NC(=O)CC)(Nc1ccccc1OC)C(F)(F)F (stereo unspecified),-1,-5,6,-6,3,0.8,13,1,-0.7
CC(C)CNC(=O)COC(=O)c1cc(S(=O)(=O)N2CCCCC2)ccc1N1CCOCC1,-3,-1,-22,4,-2,0.4,-1,3,-0.1
Nc1nc(-c2ccc(Br)cc2)cs1,-13,0,23,4,7,0.4,5,-8,-0.8
COC(=O)CSc1nnc(-c2cccnc2)n1C,-12,-4,-3,2,.,1.2,1,-11,-1.1
Cc1cc(C)c2c(CN(C)Cc3ccccc3)cc(=O)oc2c1,1,9,10,6,2,-0.8,8,-8,-0.7
Cc1nn(Cc2cccc(F)c2)c(C)c1NC(=O)c1c(Cl)cnn1C,-2,-12,-8,3,2,1.7,10,3,0.1
S=C(Nc1ccc(Cl)cc1Cl)N1CCN(c2ccccn2)CC1,1,-8,4,-1,4,0.4,-46,4,-0.6
CC1(Cc2ccccc2Cl)C(=O)Nc2c(Cl)cccc21 (stereo unspecified),-2,7,10,-1,7,-0.6,-2,3,-0.2
Cc1nc(C(F)(F)F)ccc1C(=O)N1CCC1(C)C(=O)NCc1ccc(Cl)cc1 (stereo unspecified),2,3,-1,7,3,1.8,14,-10,0.1
CCC1CCC(C(=O)NC(CCSC)C(=O)NCCN(CC(C)C)CC(C)C)CC1 (stereo unspecified),0,-4,-10,-7,-3,-1.7,5,-3,1.4
COc1ccc(C(=O)N[C@H](C(=O)NCC2CCCCC2)C(C)C)cc1,-2,-3,32,1,-16,-0.4,8,0,-0.3
O=C(Nc1ccccc1C(=O)NC1CCCCC1)c1ccco1,-1,-1,27,5,-3,0.4,-3,2,-0.3
CC(=O)C1=C(O)C(=O)N(CCCCCC(=O)O)C1c1ccc(N(C)C)cc1 (stereo unspecified),-4,-9,2,4,3,2.0,-6,-4,-0.7
COCc1[nH][nH]c(=O)c1C=Nc1ccc(F)cc1F,-4,-6,-33,4,-3,0.6,2,-4,-0.8
C=Cc1ccc(CC2(C)C(=O)Nc3c(Cl)cccc32)cc1 (stereo unspecified),-1,3,23,10,2,.,16,-4,0.1
CC1(C)NC(=O)N(c2ccccc2Cl)C1(C)NO (stereo unspecified),11*,-4,-2,8,3,0.5,-21,-9,-0.9
Cc1ccccc1Nc1nc(N)nc(CSc2nc3ccccc3c(=O)n2CCCO)n1,-1,-2,5,16,5,0.8,0,1,0.5
CC(=O)Nc1ccc(S(=O)(=O)N2CCN(CC(O)COc3ccc4ccccc4c3)CC2)cc1 (stereo unspecified),-2,13,-4,3,-1,0.3,1,-11,-0.2
COC(=O)c1ccc(N(C(=O)c2ccco2)C(C(=O)NC2CCCC2)c2ccco2)cc1 (stereo unspecified),0,32,-13,-4,-4,-0.3,9,11,0.0
CC(C)Cn1c(SCC(=O)Nc2ncccn2)nc2ccccc21,-9,-8,-5,-16,1,2.4,-95,-7,-1.3
Clc1ccc(C2=C3CCCCn4c(-c5ccccc5)c[n+](c43)C2)cc1,-8,-20,6,-2,-13,-0.3,-12,0,-0.7
C=CCn1c(SCC(=O)NCCc2ccccc2)nc2c([nH]c3ccccc32)c1=O,-3,-3,4,1,-4,-0.3,-8,-1,-0.2
CN(C)c1nc(C(=O)OCCO)nc(N(C)C)n1,4,-5,11,0,-1,-0.1,5,-6,-0.6
Cc1cccc(NC(=O)CSc2nccn2C)c1,0,-8,-14,-10,3,-0.2,2,6,0.1
Clc1ccc(-c2nnc(SCc3ccon3)o2)c(Cl)c1,-3,1,37*,0,2,-0.5,-52,-8,0.0
COc1ccc(CC2S/C(=C(\C#N)C(=O)NCc3ccco3)N(c3ccc(C)cc3)C2=O)cc1 (stereo unspecified),-3,-7,3,1,-12,-0.7,-21,-5,-1.2
CCCCn1c(=O)n(CC(=O)Nc2ccc(OC)c(Cl)c2)c(=O)c2c1nc(CO)n2CCC,-1,7,2,10,6,0.6,-2,-1,-0.4
CC(C)c1ccc(OCC(=O)NCc2n[nH]c(=O)c3ccccc23)cc1,0,0,6,-8,1,-0.1,-15,-1,-0.3
